High-throughput results as filed in PubChem.
Nrf2 block: Nrf2 pathway inhibition. A549 ARE-Fluc reporter, luciferase luminescence, 18-24 h. Potency, µM (titrated, usually from 46 µM), for the others: at the top dose activity change, negative = inhibition, most hits filed as inhibitors. 360,000 tested, 2.1% active. AID 504444; also: potency is read from the fitted curve at half-maximal effect; % is scaled to controls: 0 for no effect and ±100 for the full control effect; nearly all actives have a fitted effect of over 60% in size
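Nrf2 function is reported as luminescence of an ARE-controlled luciferase in A549 cells. Compounds were tested at several concentrations, and a CellTiter-Fluor read on the same wells flagged cytotoxicity.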
EPAC2 ag: agonists of human EPAC2 (RAPGEF4). EPAC2 activation, biochemical qHTS; response scale: 100% = 6.5 mM cAMP response. Potency, µM (doses to about 154 µM), inactives show at the top dose activation, most hits filed as activators. 360,000 tested, 0.079% active. AID 720711; also: potency is read from the fitted curve at half-maximal effect; nearly all actives have a fitted effect of over 50% in size
Target sequence (Q8WZA2 whole entry, looked up): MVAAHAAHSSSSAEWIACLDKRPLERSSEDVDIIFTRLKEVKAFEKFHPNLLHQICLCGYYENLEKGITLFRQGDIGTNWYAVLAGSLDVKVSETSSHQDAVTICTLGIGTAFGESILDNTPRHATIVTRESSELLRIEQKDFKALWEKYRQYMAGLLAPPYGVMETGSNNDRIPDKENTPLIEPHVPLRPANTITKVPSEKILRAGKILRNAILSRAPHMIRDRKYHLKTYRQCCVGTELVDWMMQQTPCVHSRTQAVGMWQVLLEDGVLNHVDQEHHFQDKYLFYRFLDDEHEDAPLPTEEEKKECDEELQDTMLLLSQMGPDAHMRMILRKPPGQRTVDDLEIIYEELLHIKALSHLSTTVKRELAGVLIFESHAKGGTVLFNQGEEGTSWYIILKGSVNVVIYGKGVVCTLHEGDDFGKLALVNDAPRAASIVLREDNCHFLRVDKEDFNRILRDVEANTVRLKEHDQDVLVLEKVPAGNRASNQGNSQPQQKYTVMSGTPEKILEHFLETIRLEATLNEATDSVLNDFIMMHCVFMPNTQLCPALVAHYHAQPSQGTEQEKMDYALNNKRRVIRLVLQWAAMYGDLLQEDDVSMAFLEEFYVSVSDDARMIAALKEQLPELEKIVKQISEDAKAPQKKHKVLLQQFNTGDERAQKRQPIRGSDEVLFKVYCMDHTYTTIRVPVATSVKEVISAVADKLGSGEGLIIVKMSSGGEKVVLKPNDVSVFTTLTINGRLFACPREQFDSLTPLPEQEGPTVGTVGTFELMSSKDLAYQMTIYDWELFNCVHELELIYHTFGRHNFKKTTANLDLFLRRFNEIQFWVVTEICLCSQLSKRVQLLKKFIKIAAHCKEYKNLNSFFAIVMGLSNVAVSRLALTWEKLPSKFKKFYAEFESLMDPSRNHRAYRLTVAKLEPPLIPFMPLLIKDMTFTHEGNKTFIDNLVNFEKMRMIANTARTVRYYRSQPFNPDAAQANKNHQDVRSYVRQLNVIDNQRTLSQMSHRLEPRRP
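Readout is BODIPY fluorescence (480 nm excitation, 540 nm emission), which falls as labeled GDP is exchanged off Rap1B. EPAC2 at 100 nM acted on 250 nM RAP1B-BODIPY-GDP with 50 uM GDP present.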
A549 tox: A549 cytotoxicity, counter-screen for Nrf2 inhibitors | AID 504648 | A549 ARE-Fluc cells, CellTiter-Fluor viability, 18-24 h | Potency, µM (doses to about 46 µM), inactives show at the top dose activity change, negative = cytotoxicity, usual class: inhibitors | 390,000 tested, 0.16% active; also: potency is read from the fitted curve at half-maximal effect; % is scaled to controls: 0 for no effect and ±100 for the full control effect
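A549 ARE-Fluc cells in 5% FBS OPTI-MEM, 5000 cells/well, rested 2 h then exposed to compounds in concentration-response for 18-24 h at 37 °C. Viability by CellTiter-Fluor fluorescence (Ex 405/Em 525) after 30 min; luciferase luminescence (BugLite, 15 min, RT) read afterwards.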
Akt phos inh: blocks phosphorylation of Akt | Neuro2A IGF-stimulated pAkt S473 HTRF, 20 min; active compounds read low | activity change, % for hits at 50 µM | 360,000 tested, 0.32% active | AID 651550; in the data active = activity change below about -80%; inconclusive = mostly about -51% to -80%; also: % is scaled to controls: 0 for no effect and ±100 for the full control effect
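Neuro2A cells in DMEM with 0.5% FBS, overnight at 37 deg C, given compound at single 50 µM final, then IGF (6 nM final) for 20 min at 37 deg C. Lysed; phospho-Akt Ser473 by HTRF after 24 h, 665/615 ratio.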
TGFb SMAD3 inh: TGF-b pathway inhibition. HepG2 CAGA-GFP TGF-b/SMAD3 reporter, GFP fluorescence, 18 h; TGF-beta stimulated, 500 pg/mL final. Potency, µM (titrated, usually from 46.1 µM), inactives show top-dose activity, negative = inhibition, most hits filed as inhibitors. 410,000 tested, 1.2% active. AID 588855; also: potency is read from the fitted curve at half-maximal effect; % is scaled to controls: 0 for no effect and ±100 for the full control effect; nearly all actives have a fitted effect of over 65% in size
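Smad-responsive CAGA-GFP expression was quantified in HEPG2 cells exposed to compounds and 500 pg/mL final TGF-beta for 18 h at 37 degrees C; unstimulated wells defined full inhibition.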
MmCpn inh: inhibitors of Methanococcus maripaludis chaperonin (MmCpn); 330,000 tested, 0.031% active; Potency, µM (titrated, usually from 76.9 µM), inactives show at the highest dose activity, negative = inhibition, usual class: inhibitors; purified Mm-Cpn ATPase, ADP Transcreener TR-FRET; also: potency is read from the fitted curve at half-maximal effect; % is scaled to controls: 0 for no effect and ±100 for the full control effect; nearly all actives have a fitted effect of over 80% in size
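Compound-treated chaperonin, 25 nM final, turns over 10 uM ATP at 37°C for 30 min following a 10 min preincubation; ADP generated competes with ADP-d2 for Eu-cryptate antibody, lowering FRET.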
CCT chaperon mod: modulators of cytosolic chaperonin (CCT/TRiC) activity; AID 651819; purified chaperonin ATPase assay, HTRF ADP detection, 30 min; activity change, % (test concentration not listed), hits read low; 360,000 tested, 0.3% active; in the data active = activity change below about -30%; also: % is scaled to controls: 0 for no effect and ±100 for the full control effect
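Enzyme 40 or 20 nM (batch-dependent) in Tris pH 7.4/KCl/MgCl2/DTT; cpd 76 uM single point; ATP 10 uM; 30 min 37 °C; Transcreener ADP HTRF detection, 30 min RT; ratio 665/615.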
Nrf2 ARE act: activates Nrf2 signaling | AREc32 ARE-luciferase reporter (MCF7-derived line), luminescence, 24 h | Potency, µM (doses to about 46.1 µM), for the others: at the highest dose activation, usual class: activators | 410,000 tested, 0.31% active | AID 624171; also: potency is read from the fitted curve at half-maximal effect; % of control where 0% means no effect; nearly all actives have a fitted effect of over 65% in size
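Luciferase luminescence (Steady-Glo, 30 min at room temperature) served as the read-out of ARE activation in AREc32 cells treated with compounds for 24 hr at 37 deg C.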
EPAC2 antag: EPAC2 (human) antagonism; Q8WZA2; EPAC2 GEF exchange of Rap1B-BODIPY-GDP, fluorescence; Potency, µM (doses to about 114 µM), without a hit: at the highest dose activity, negative = inhibition, usual class: inhibitors; 360,000 tested, 0.18% active; also: potency is read from the fitted curve at half-maximal effect; % is scaled to controls: 0 for no effect and ±100 for the full control effect; nearly all actives have a fitted effect of over 45% in size; many of its hits are not listed in these tables
* marks the source's active call; other numbers are inactive results; i = inactive; ? = inconclusive; . = not tested or not shown. Unless noted, calls follow the shape of the dose curve; as a rule, active = well fitted curve in the direction sought with a large enough effect; inconclusive = small, poorly fitted or top-dose-only effect, or another doubt; inactive = no such curve, though single readings can be large; an effect the other way counts as inactive or inconclusive.

SMILES	Nrf2 block	EPAC2 ag	A549 tox	Akt phos inh	TGFb SMAD3 inh	MmCpn inh	CCT chaperon mod	Nrf2 ARE act	EPAC2 antag
Cc1cn([C@H]2C[C@H](O)[C@@H](CNCC3=Cc4cc(O)ccc4OC3)O2)c(=O)[nH]c1=O	.	11.5%	.	i	-3.6%	.	-1.4	0.0%	4.9%
O=C(CCSc1ccc(Cl)cc1)NCc1ccccn1	?	1.7%	0.9%	i	18.2%	0.7%	-4.7	-0.7%	11.8%
CC(C)=CC(=O)Nc1nnc(-c2ccccc2)s1	?	4.1%	1.1%	i	1.6%	-1.5%	-1.5	2.8%	1.3%
COC(=O)c1cn(C(=O)c2cccc(C)c2)c2ccccc12	-1.4%	11.4%	-4.1%	i	-12.5%	-3.1%	-1.5	0.0%	-21.2%
Cc1cc(NC2CCCC2)n2nc(C)c(-c3ccccc3)c2n1	?	16.9%	0.5%	i	-21.4%	-2.3%	-0.4	8.7%	-11.3%
Cc1ccc([N+](=O)[O-])cc1NC(=O)CN(C)CCOc1ccccc1	?	10.4%	-4.5%	i	-14.4%	-3.8%	0.9	-0.7%	-1.5%
Cc1ccc(C(=O)Nc2ccon2)cc1S(=O)(=O)N1CCOCC1	-19.5%	-1.0%	5.1%	i	24.6%	0.0%	-0.8	-0.4%	12.2%
CCn1c(C(=O)Nc2ccc(C)cc2C)cc2sc(Cl)cc21	-3.1%	.	-0.7%	.	8.8%	.	.	0.5%	.
O=C(Cc1ccccc1)N1CCc2ccccc21	?	3.0%	0.4%	i	1.6%	1.8%	-1.1	0.1%	-0.8%
Oc1c(Br)cc(/C=N/n2c(-c3ccccc3)n[nH]c2=S)c(O)c1Br	-79.7%	6.2%	-15.0%	i	?	-2.7%	-0.4	4.6%	-0.5%

Part of the list above, with bars between the fields.
canonical_smiles | Nrf2 block | EPAC2 ag | A549 tox | Akt phos inh | TGFb SMAD3 inh | MmCpn inh | CCT chaperon mod | Nrf2 ARE act | EPAC2 antag
Cc1cn([C@H]2C[C@H](O)[C@@H](CNCC3=Cc4cc(O)ccc4OC3)O2)c(=O)[nH]c1=O | . | 11.5% | . | i | -3.6% | . | -1.4 | 0.0% | 4.9%
O=C(CCSc1ccc(Cl)cc1)NCc1ccccn1 | ? | 1.7% | 0.9% | i | 18.2% | 0.7% | -4.7 | -0.7% | 11.8%
CC(C)=CC(=O)Nc1nnc(-c2ccccc2)s1 | ? | 4.1% | 1.1% | i | 1.6% | -1.5% | -1.5 | 2.8% | 1.3%
COC(=O)c1cn(C(=O)c2cccc(C)c2)c2ccccc12 | -1.4% | 11.4% | -4.1% | i | -12.5% | -3.1% | -1.5 | 0.0% | -21.2%
Cc1cc(NC2CCCC2)n2nc(C)c(-c3ccccc3)c2n1 | ? | 16.9% | 0.5% | i | -21.4% | -2.3% | -0.4 | 8.7% | -11.3%
Cc1ccc([N+](=O)[O-])cc1NC(=O)CN(C)CCOc1ccccc1 | ? | 10.4% | -4.5% | i | -14.4% | -3.8% | 0.9 | -0.7% | -1.5%
Cc1ccc(C(=O)Nc2ccon2)cc1S(=O)(=O)N1CCOCC1 | -19.5% | -1.0% | 5.1% | i | 24.6% | 0.0% | -0.8 | -0.4% | 12.2%
CCn1c(C(=O)Nc2ccc(C)cc2C)cc2sc(Cl)cc21 | -3.1% | . | -0.7% | . | 8.8% | . | . | 0.5% | .
O=C(Cc1ccccc1)N1CCc2ccccc21 | ? | 3.0% | 0.4% | i | 1.6% | 1.8% | -1.1 | 0.1% | -0.8%

Remaining list, next part.
SMILES	Nrf2 block	EPAC2 ag	A549 tox	Akt phos inh	TGFb SMAD3 inh	MmCpn inh	CCT chaperon mod	Nrf2 ARE act	EPAC2 antag
COc1ccc(-n2ncc(C(=O)NCc3ccco3)c2C2CCN(C(=O)OC(C)(C)C)CC2)cc1	18.1%	.	-1.3%	.	-11.3%	.	.	3.3%	.
Cc1ccc(N(CC(=O)NC(C)(C)C)C(=O)CCC(=O)Nc2ccccn2)c(C)c1	.	1.9%	.	i	2.7%	.	0.5	-0.4%	7.2%
CC(C)/C=C(/C(=O)c1ccc(Cl)cc1Cl)n1cncn1	-1.6%	6.8%	1.8%	i	-5.4%	-2.4%	-1.4	?	-17.2%
Cc1ccc(C)c(C(=O)N2CCC(c3nc4c(nnn4Cc4ccccc4)c(=O)[nH]3)CC2)c1	26.9%	.	-3.3%	.	11.2µM*	.	.	1.8%	.
Cc1ccc(N(C)C(=O)Cn2cc(S(=O)(=O)N3CCCC3)c(S(=O)(=O)N3CCCC3)c2)cc1	13.9%	.	-1.7%	.	0.6%	.	.	-1.2%	.
COc1cc(NC(=O)CN2C(=O)c3ccccc3S2(=O)=O)cc(OC)c1	-12.8%	14.3%	2.4%	i	14.3%	1.6%	-1.5	-0.3%	1.9%
O=c1cc(C(F)(F)F)c2sc(N3CCCCC3)nc2[nH]1	17.1%	2.7%	2.9%	i	?	1.9%	-2.4	-0.5%	11.4%
CCOc1ccc(C2CC(c3cccc(OC)c3)Nc3nc(N)nn32)cc1 (stereo not given)	-29.4%	7.0%	0.2%	i	-27.1%	-0.3%	-1.4	0.4%	6.4%
COCCNc1cc(N2CCN(C3CCCCC3)CC2)c2noc3c2c1C(=O)c1ccccc1-3	3.0%	.	0.8%	.	-15.1%	.	.	-0.4%	.
Cc1ccc(OCCCNCCO)c(Br)c1	-27.1%	-0.5%	4.4%	i	-23.7%	1.3%	-2.2	0.3%	2.6%
O=c1c(C(c2ccc(Br)cc2)c2c(O)nc3n(c2=O)CCCS3)c(O)nc2n1CCCS2	-5.2%	16.5%	1.0%	i	-0.4%	0.0%	0.5	2.7%	3.6%
O=C(Nc1c(C(=O)c2ccccc2)oc2ccccc12)c1cc(-c2ccccc2O)n[nH]1	4.7%	6.7%	-1.8%	i	-18.4%	-3.5%	-0.5	9.3%	20.6%
CCc1nn(CC(=O)N2CCCCC2)c(=O)c2cc3sccc3n12	-8.3%	.	4.0%	.	?	.	.	1.0%	.
O=C(CN1C(=O)NC2(CCc3ccccc32)C1=O)c1ccc(F)cc1 (stereo not given)	14.8%	5.2%	18.5%	i	-7.0%	-1.0%	0.3	2.5%	11.4%
CCCc1[nH]n(-c2ccc([N+](=O)[O-])cc2)c(=O)c1C(C)=NCc1ccncc1	?	-0.6%	?	i	-9.9%	0.8%	1.5	1.7%	0.0%
c1ccc(COc2ncnc3c2ncn3CCCNC2CCN(Cc3ccccc3)CC2)cc1	.	-1.4%	.	i	14.1µM*	.	0.4	-4.7%	0.9%
FC(F)Oc1ccc(NC(=S)NCCc2ccccn2)cc1	?	3.8%	-0.1%	i	-5.1%	-1.3%	-1.1	0.8%	0.5%
CCOc1ccc(S(=O)(=O)N(C(=O)c2ccncc2)c2ccc3oc(C)c(C(=O)OC)c3c2)cc1	0.651µM*	.	?	.	?	.	.	-1.4%	.
C/C(=N\NC(=S)NC(C)C)c1cccc([N+](=O)[O-])c1	-17.8%	-5.0%	2.0%	i	?	0.0%	-2.6	5.8%	-11.2%
CCOC(=O)C1CCN(C(=O)CSc2c3c(nc4ccc(Cl)cc24)CCCC3)CC1	-0.5%	.	-4.6%	.	15.8µM*	.	.	?	.
COc1ccc(Cl)cc1S(=O)(=O)NC1CC(C)(C)NC(C)(C)C1	5.1%	8.1%	5.5%	i	0.2%	-0.6%	-0.4	1.9%	-0.4%
CCCCOc1ccc(C(=O)N2CCN(c3ccc(N4CCOCC4)nn3)CC2)cc1	?	5.0%	-12.8%	i	0.5%	0.4%	0.9	2.6%	1.4%
Cc1cccn2c(=O)c(/C=N/O)c(N3CCOCC3)nc12	-14.5%	7.3%	-4.0%	i	21.1%	-3.0%	-5.9	-0.3%	-3.0%
CC1CC(C)CN(C(=O)CSc2nc(N)cc(=O)[nH]2)C1 (stereo not given)	0.6%	2.9%	1.4%	i	-10.8%	-0.1%	-4.3	-0.8%	-10.6%
O=C(NCCC1CCCCN1S(=O)(=O)c1ccc(F)cc1)C(=O)NCc1ccncc1 (stereo not given)	11.6µM*	-3.5%	5.3%	i	-28.2%	-0.8%	0.0	-2.4%	5.3%
C[C@]12c3[nH]c4ccccc4c3CCN1C(=O)C(CC(=O)NCc1cccc(C(F)(F)F)c1)C[C@@H]2C(=O)N1CCCCC1 (stereo not given in full)	-105.0%	-14.2%	?	i	11.2µM*	1.4%	-0.3	-1.9%	1.0%
CC1(C)OC(C(N)=O)C(C(N)=O)O1 (stereo not given)	-11.8%	2.0%	-4.1%	i	-6.7%	-1.4%	-0.4	-0.4%	-0.1%
COc1cc(C2Nc3cc(C)c(C)cc3NC3=C2C(=O)CC(C)(C)C3)ccc1OC(C)=O (stereo not given)	19.0%	-8.7%	15.6%	i	-4.5%	-6.1%	1.2	5.3%	0.0%
CCN(CC)c1ccc2cc(C#N)c(=O)oc2c1	-11.3%	-6.9%	-4.6%	i	-1.6%	-2.3%	-15.1	-0.1%	-4.5%
COc1cccc(C(=O)NCc2ccccc2OC)c1	6.3%	5.3%	3.3%	i	-2.6%	-17.5%	-2.3	0.2%	6.2%
Clc1ccc(OCCOCCN2CCc3ccccc3C2)c(Cl)c1	-11.6%	9.2%	-2.1%	i	?	2.5%	0.4	9.7%	0.5%
CCn1c(=O)n(CC(=O)Nc2cc(OC)ccc2OC)c(=O)c2ccccc21	-3.9%	-6.8%	-6.4%	i	17.2%	1.4%	0.1	0.3%	-5.6%

Not all compounds are listed. The share of hits here may be higher or lower than overall.
